Source: PubChem BioAssay (several laboratories)
ROCK2 blocker – inhibitors of human Rho kinase 2; purified ROCK2, Kinase-Glo ATP depletion luminescence; inhibition, % at 6 µM; 0.35% of 60,000 active;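 active means inhibition above the screen-wide mean inhibition plus 3 SD, cut at about 18% in these data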;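 further: plate controls were DMSO wells for no effect and Y-27632 control wells after no-enzyme background subtraction for full effect; many of its hits are not listed in these tables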
MKP-1 inh – blocks human MKP-1 phosphatase activity; P28562; recombinant MKP-1, OMFP hydrolysis fluorescence; 0.15% of 65,000 active; inhibition, %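 (compounds tested at a single concentration somewhere between 10 and 100 µM)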;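 active means inhibition above about 50%, limit read from the data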;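 further: 0% = DMSO max control wells and 100% = wells with enzyme stopped by NaOH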
JNK3 blocker – inhibitors of human JNK3 kinase | 0.61% of 60,000 active | inhibition, % at 8 µM | purified JNK3 kinase activity, HTS; in the data active means inhibition above about 17%;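 further: 0% = DMSO and 100% = reference inhibitor; many of its hits are not listed in these tables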
Target sequence (P53779 whole entry, looked up): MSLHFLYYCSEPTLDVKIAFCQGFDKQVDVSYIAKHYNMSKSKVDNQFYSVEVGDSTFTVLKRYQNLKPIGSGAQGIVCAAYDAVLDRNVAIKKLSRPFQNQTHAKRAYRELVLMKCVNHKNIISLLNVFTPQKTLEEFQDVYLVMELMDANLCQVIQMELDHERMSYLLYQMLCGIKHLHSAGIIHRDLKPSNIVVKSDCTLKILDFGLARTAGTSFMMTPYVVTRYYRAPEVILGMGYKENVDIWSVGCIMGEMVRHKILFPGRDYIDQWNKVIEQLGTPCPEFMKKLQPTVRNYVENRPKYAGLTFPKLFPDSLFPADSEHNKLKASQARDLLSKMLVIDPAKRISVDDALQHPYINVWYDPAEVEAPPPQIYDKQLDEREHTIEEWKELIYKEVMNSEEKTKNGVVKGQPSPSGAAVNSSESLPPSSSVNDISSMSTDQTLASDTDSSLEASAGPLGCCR
PKA kinase inh – inhibitors of human protein kinase A; AID 524; PKA Kemptide phosphorylation, Kinase-Glo ATP luminescence; 0.1% of 65,000 active; inhibition, % at 6 µM;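 active means inhibition above the screen-wide mean inhibition plus 3 SD, cut at about 21% in these data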; further: many of its hits are not listed in these tables
MMP-13 inhibitor – blocks human MMP13 activity. MMP-13 fTHP FRET cleavage, Mca fluorescence. inhibition, % at 4 µM. 0.07% of 65,000 active. AID 570;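 active means inhibition above the mean of compound-free control plate wells plus 3 SD, cut at about 14% in these data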;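 further: 0% = DMSO wells and 100% = wells with reference MMP-13 inhibitor after basal subtraction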
TNAP act DEA – activators of human TNAP at intermediate phosphate acceptor; P05186; purified TNAP, CDP-star luminescence, 100 mM DEA, 30 min; stronger effect = higher value; scale: 0 levamisole-inhibited, 1 vehicle-only enzyme; activation factor at 20 µM; 64,000 tested, under 10 active; AID 813;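 active means activation factor of at least 2 at 20 µM, relative to controls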
Cdc25B block – inhibitors of human Cdc25B phosphatase. AID 368. recombinant Cdc25B, OMFP fluorescence Ex485/Em525. P30305. 0.1% of 65,000 active. inhibition, %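 (compounds tested at 10 µM final in the well)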; in the data active means inhibition above about 50%
Target sequence (P30305 whole entry, looked up): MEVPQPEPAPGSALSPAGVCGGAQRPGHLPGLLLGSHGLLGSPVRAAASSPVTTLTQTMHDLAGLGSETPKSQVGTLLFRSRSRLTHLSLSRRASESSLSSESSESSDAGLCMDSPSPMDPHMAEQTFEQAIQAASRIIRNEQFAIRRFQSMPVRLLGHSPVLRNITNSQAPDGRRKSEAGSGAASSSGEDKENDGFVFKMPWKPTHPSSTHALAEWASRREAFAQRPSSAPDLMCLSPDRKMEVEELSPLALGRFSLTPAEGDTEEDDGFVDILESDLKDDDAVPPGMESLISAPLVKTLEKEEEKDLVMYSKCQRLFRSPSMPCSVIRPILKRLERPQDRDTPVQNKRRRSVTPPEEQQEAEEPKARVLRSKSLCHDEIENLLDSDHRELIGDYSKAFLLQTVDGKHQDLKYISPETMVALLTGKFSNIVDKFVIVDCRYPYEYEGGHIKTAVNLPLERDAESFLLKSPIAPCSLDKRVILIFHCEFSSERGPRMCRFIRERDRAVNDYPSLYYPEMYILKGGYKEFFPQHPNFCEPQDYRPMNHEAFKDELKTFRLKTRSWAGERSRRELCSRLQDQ
HEK293 NFkB inh – inhibitors of the PMA/ionomycin-induced NF-kB reporter in HEK293 cells | HEK-293 NF-kB luciferase reporter, luminescence | inhibition, % at 3 µM | 0.21% of 62,000 active | AID 465;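 active means inhibition above the mean of all tested compounds plus 3 SD, cut at about 40% in these data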;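 further: 0% = stimulated DMSO wells and 100% = 10 µM reference inhibitor 5653914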
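System – HEK-293 cells with stable firefly luciferase reporter driven by four HIV NF-kB elements · Doses – one dose, 3 µM · Schedule – 1 h compound pre-incubation, 16 h PMA/ionomycin at 37 °C · Technique – luminescence from luciferase substrate reagent · Measure – percent inhibition normalized per plate to DMSO and reference-inhibitor controls · Replicates – tested once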
Jurkat tox 60K – cytotoxicity toward Jurkat cells; Jurkat E6.1 viability, ATP luminescence, 48 h; inhibition, % at 4 µM; 1.2% of 56,000 active; AID 463;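 active means inhibition above the mean inhibition of all tested compounds plus 3 SD, cut at about 28% in these data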
* marks the source's active call; other numbers are inactive results; · = no result given; [ ] = remark or other dose. Not a hit list; 1.9% or so of the library scored in one or more.

SMILES	ROCK2 blocker	MKP-1 inh	JNK3 blocker	PKA kinase inh	MMP-13 inhibitor	TNAP act DEA	Cdc25B block	HEK293 NFkB inh	Jurkat tox 60K
O=C(Cc1cccs1)Nc1cccc(C(=O)Nc2ccco2)c1	8	27	5	5	2	0.9	-1	20	1
COc1ccc(OC)c(C2N(c3ccccn3)C(=O)C3CCCN32)c1 (configuration not stated)	2	11	1	-2	0	0.9	7	6	2
CC(C)C[C@H]1C(=O)N2CCC[C@H]2[C@]2(O)O[C@](NC(=O)[C@@H]3C=C4c5cccc6[nH]c(Br)c(c56)CC4N(C)C3)(C(C)C)C(=O)N12 (some centres not stated)	6	24	0	2	-11	0.8	8	·	·
CS(=O)(=O)Nc1cccc2cccnc12	6	3	5	-3	-2	1.1	-9	15	-3
O=C(CSc1oc(-c2ccc(F)cc2)nc1S(=O)(=O)c1ccc(F)cc1)NCC1CCCO1 (configuration not stated)	·	·	·	-3	2	0.9	·	19	·
FC(F)(F)c1cc(-c2cccs2)nc(N2CCOCC2)n1	-5	11	1	-5	-4	1	-1	11	8
COc1cccc(C(=O)Nc2cnc(NC(=O)c3ccco3)cc2C)c1	·	-3	·	7	9	0.9	-5	16	·
N#Cc1c(-c2ccco2)cc(-c2ccc(F)cc2)nc1N	3	9	0	6	-190[fluorescence artefact?]	0.9	-9	17	0
Cc1ccc(C(=O)O)cc1S(=O)(=O)N1CCSCC1	0	-1	1	9	-4	0.9	-7	8	-4
O=S(=O)(NCc1ccccn1)c1ccc2c(c1)OCCO2	5	1	-3	7	-9	0.9	3	7	-5
CCOC(=O)CSc1nc2c(sc(=S)n2CCc2ccccc2)c(=O)n1Cc1ccco1	·	-1	·	2	2	0.9	-17	14	·
CCOC(=O)c1c(C)c(C(=O)NCc2ccc3c(c2)OCO3)c(C)n1C	9	2	-7	5	-2	1	-3	12	0
COc1ccc(-c2cc(C(F)F)n3ncc(C(=O)NCC4CCCO4)c3n2)cc1 (configuration not stated)	5	9	3	7	-129[fluorescence artefact?]	0.9	-4	18	-1
CC1CCc2nc(N)c(C#N)c(-c3cccn3C)c2C1 (configuration not stated)	4	-5	17	1	-5	0.9	1	6	2
CC(C)(C)c1cc(C(c2cccnc2)N2CCN(CCO)CC2)cc(C(C)(C)C)c1O (configuration not stated)	6	6	4	12	1	0.9	-3	3	-2
CCCOC(=O)Nc1sc2c(c1C(=O)OCC)CCC2	6	20	4	13	6	0.9	2	-7	-2
O=C1C2ON(c3ccccc3)C(c3cccnc3)C2C(=O)N1c1ccccc1 (configuration not stated)	16	-18	3	5	-3	0.8	-15	·	·
CCc1ccccc1NC(=O)c1cc2sccc2n1C	3	0	2	7	3	1	2	3	1
CCOC(=O)c1cnc(-n2cc(C)cn2)nc1Nc1ccccc1OCC	3	5	4	0	7	0.9	0	4	6
O=C1c2ccccc2C(=O)N1OCCOCCOCCON1C(=O)c2ccccc2C1=O	-2	-17	4	9	-2	0.9	-6	5	1
N#C/C(C(=O)Oc1ccccc1)=C1\C=CC=CN1	4	4	-3	6	2	0.9	-6	-8	2
CCNC(=O)NC(=O)CSc1ccc(NC(C)=O)cc1	1	15	0	-1	-5	0.9	-11	6	5
COc1cccc(NC(=O)Cn2c(=O)n(CCCC(=O)NCc3ccco3)c(=O)c3ccccc32)c1	2	12	1	7	-1	1	-1	13	9
CC(=O)N1CCC2(CC1)C(C#N)=C(N)Oc1n[nH]c(CSc3ccc(C)cc3)c12	6	-12	-1	1	5	0.9	-1	12	5

Reprinted from the part before: 5 entries, followed by the next part.
SMILES	ROCK2 blocker	MKP-1 inh	JNK3 blocker	PKA kinase inh	MMP-13 inhibitor	TNAP act DEA	Cdc25B block	HEK293 NFkB inh	Jurkat tox 60K
O=C1c2ccccc2C(=O)N1OCCOCCOCCON1C(=O)c2ccccc2C1=O	-2	-17	4	9	-2	0.9	-6	5	1
N#C/C(C(=O)Oc1ccccc1)=C1\C=CC=CN1	4	4	-3	6	2	0.9	-6	-8	2
CCNC(=O)NC(=O)CSc1ccc(NC(C)=O)cc1	1	15	0	-1	-5	0.9	-11	6	5
COc1cccc(NC(=O)Cn2c(=O)n(CCCC(=O)NCc3ccco3)c(=O)c3ccccc32)c1	2	12	1	7	-1	1	-1	13	9
CC(=O)N1CCC2(CC1)C(C#N)=C(N)Oc1n[nH]c(CSc3ccc(C)cc3)c12	6	-12	-1	1	5	0.9	-1	12	5
CCC(=O)N1CCc2cc(S(=O)(=O)CCC(=O)Nc3ccc(C)c(F)c3)ccc21	4	9	4	8	-6	1	-5	4	-8
O=C1CC(c2cccs2)Sc2nc3ccccc3n21 (configuration not stated)	0	3	2	4	5	1	-11	-9	5
O=C(CSc1ncc(-c2ccc(F)cc2)[nH]1)Nc1cccc(O)c1	25*	-21	-1	9	-4	0.9	-2	19	-3
CCOC(=O)c1sc(NC(NC(=O)c2ccco2)(C(=O)OC)C(F)(F)F)nc1C (configuration not stated)	4	10	0	6	0	1	-7	6	-2
COc1ccccc1N1CCN(S(=O)(=O)c2ccc(Cl)s2)CC1	8	-10	3	9	3	0.9	-8	2	-4
Cn1ccnc1SCc1cc(=O)[nH]c2ccccc12	6	7	-4	12	4	0.9	-9	14	-5
N#Cc1c(/N=C/c2ccco2)sc2c1CCC2	11	-10	-9	10	6	1	2	14	3
O=C(Cc1cccs1)Nc1nnc(CCc2ccccc2)s1	4	-9	0	4	5	0.9	-3	-10	-4
CC(C)(C)c1ccc(SCC(N)=O)cc1	3	-5	6	9	-3	0.9	-3	-4	-4
CCOC(=O)CSc1nnc(CNc2ccc(Cl)cc2)n1-c1ccccc1	-3	11	3	4	2	0.9	-2	18	-2
Cc1ccc(CN(CC(=O)NCCc2ccccc2)C(=O)CCCC(=O)Nc2cc(C)on2)cc1	4	6	2	14	6	0.9	-7	21	-2
COc1ccc(-c2coc3cc(O)cc(O)c3c2=O)cc1	-1	-2	-6	0	1	0.9	-1	·	·
CCc1cc2ccc(C)cc2nc1SCC(=O)N1CCN(C(=O)c2ccco2)CC1	0	16	2	7	0	0.8	-9	2	10
CCCCN1Cc2cc(C(=O)c3cc(F)ccc3O)cnc2NC1=O	2	8	0	2	-11	0.9	-5	7	-1
CCCCN1C2CCCC1CC(NC(=O)c1ccc(OC)c(OC)c1)C2 (configuration not stated)	1	-10	7	3	4	0.9	-9	15	-4
COc1ccc(C2NC(=O)CS2)cc1OC (configuration not stated)	3	10	1	1	2	0.9	-18	17	-3
CCc1nc(N)c(C#N)c(-c2ccccc2OC)c1C	0	-4	4	4	-38	0.9	-25	10	-3
Cc1ccc(N2CC(C(=O)Oc3cccc(N4C(=O)CCC4=O)c3)CC2=O)cc1 (configuration not stated)	5	-1	3	2	5	0.9	-8	3	-2
Cc1ccc(N=c2oc3cc(O)ccc3cc2C(N)=O)cc1	2	30	0	3	-226[fluorescence artefact?]	0.9	8	14	10
O=C(Nc1ccc(S(=O)(=O)Nc2ccc(Cl)cc2)cc1)C1CCCO1 (configuration not stated)	8	1	-1	6	-4	0.8	1	25	14
Cn1c(SCc2ccccc2)nnc1-c1ccncc1	5	-2	-1	8	0	0.9	3	8	-5
COc1ccc(-c2nc(S(=O)(=O)c3ccc(C)cc3)c(N3CCCC3)o2)cc1	5	0	3	7	4	1	-11	19	6
CC1CCc2cc(F)cc3c(O)c(C(=O)NCc4ccco4)c(=O)n1c23 (configuration not stated)	2	-22	7	6	1	0.9	-28	·	·
O=C(CCNS(=O)(=O)c1cccc2nsnc12)Nc1ccc2c(c1)OCCO2	·	3	·	-6	-1	0.9	-23	7	·
CSc1nc(C)cc(OCCNS(=O)(=O)c2cc(C)ccc2C)n1	7	-18	-2	3	1	0.9	-5	·	·
Cn1c(=O)[nH]c(=O)c2c1nc(NCc1ccccc1)n2CC(O)c1ccccc1 (configuration not stated)	5	-23	7	-5	4	0.9	-5	1	11
O=NC1=C(c2c(O)[nH]c3ccccc23)CCCC1	4	5	-4	11	-1	0.8	-9	3	-5
CC(Sc1cccc2cccc(C(=O)O)c12)C(=O)O (configuration not stated)	6	-16	2	10	3	0.9	-2	12	-2
CC(C)c1nc(NCCN2CCOCC2)c(C#N)c2c1COC(C)(C)C2	10	-19	-4	5	-13	0.9	0	·	·
CCn1c(Sc2ccc(N)cc2Cl)nc2ccccc21	6	-5	3	4	4	1	-7	1	5
CCCCNC(=O)C(NS(=O)(=O)c1cccc2nsnc12)c1ccccc1 (configuration not stated)	4	-8	1	6	5	0.9	1	10	-6
CCN(c1cccc(C)c1)S(=O)(=O)c1ccc2c(c1)CCN2C(C)=O	·	18	·	2	8	1	2	19	·
O=C(c1cnc2ccccn2c1=O)N1CCc2ccccc21	2	0	1	2	1	0.9	-24	-8	-3
CSCCC(NS(=O)(=O)c1ccc2c(c1)oc(=O)n2C)C(=O)NC1CCCCC1 (configuration not stated)	0	-7	1	-2	0	0.9	-6	-4	10
Cn1c(=O)cc(OCCCC(=O)Nc2ccccn2)c2ccccc21	-1	27	-2	-6	1	0.9	-12	15	5
COc1ccccc1OCC(=O)OCC(=O)NCCN1C(=O)CSC1=O	3	17	-3	3	-8	1	-9	10	-9
COCCn1c(SCC(=O)Nc2cccc(C)c2)nnc1C(C)C	6	-18	2	7	-1	0.9	-11	9	-8
CCC(=O)N(Cc1ccco1)c1nc(-c2ccccc2)cs1	3	-3	1	6	4	1	-12	9	-1
O=C(c1ccccc1)N1CCCC(c2nc3c(nnn3Cc3ccccc3)c(=O)[nH]2)C1 (configuration not stated)	1	10	2	11	0	0.9	-6	12	0
CCOC(=O)C1(C)NC(c2ccc(N(C)C)cc2)C2C(=O)N(CC)C(=O)C21 (configuration not stated)	5	-35	2	2	-2	0.9	-5	0	-7
Brc1ccc(-c2nc(-c3ccncc3)no2)o1	-10	3	11	2	6	1	-8	12	5
O=c1cc(CSc2nnnn2-c2ccccc2)[nH]c2[nH]n(-c3ccccc3)c(=O)c12	3	15	-1	2	1	1	9	6	-7
CCCCCSc1nc2c(cnn2-c2ccccc2)c(=O)[nH]1	2	-9	0	6	2	0.9	8	15	3
O=C(Nc1nc2c(s1)CCCC2)c1ccc(Br)o1	-2	4	9	5	6	0.9	-7	-52	8
COc1cccc(CC(=O)NCC2COc3ccccc3O2)c1OC (configuration not stated)	1	0	10	-3	6	0.9	6	5	-4
COC(=O)c1sc(=S)n(-c2ccccc2)c1N	·	-7	·	5	2	0.9	-8	8	·
CC(C)(C)OC(=O)NCCc1nnc(SCC(=O)c2ccc(Cl)cc2)o1	-1	-5	2	-8	-3	0.8	-2	5	8
N#Cc1c(N)sc(=S)c2c1CCCC2	6	21	5	4	-2	·	-1	21	6
Cc1ccccc1NC(=O)N1CCCC(c2nc(-c3ccc(C(C)C)cc3)no2)C1 (configuration not stated)	1	3	2	-3	9	1	2	34	14
COc1ccc(C(=O)NCc2cccnc2)cc1OC	2	5	4	5	5	0.9	0	17	1
Cc1cc(SCC(=O)c2ccccc2)n2nc(C)nc2n1	-1	9	-2	4	3	1	-3	-3	-4
CCOC(=O)N1CCC(NC(=O)C2CCN(S(=O)(=O)c3cnc[nH]3)CC2)CC1	6	-12	-7	9	0	1	12	9	-7
O=C(NCc1cccnc1)C1CC(=O)N(c2ccc(F)cc2)C1 (configuration not stated)	7	10	0	9	0	1	-8	20	-3
